Assay outcomes as filed in PubChem BioAssay.
TCR CD3 inh – inhibitors of human TCR-CD3 interaction, primary screen, biochemical, fluorescence, TAMRA-labeled TCR probe. AID 651800, 2012. T-cell receptor (TCR). inhibition, % at 9.4 µM. 0.37% of 360,000 active; in the data active = inhibition above about 19%;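 also: recombinant mutant TCR 2C K166C tagged with TAMRA read by polarization; 0% = receptor in buffer alone and 100% = receptor with positive control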
HTRA1 inh – HTRA1 serine protease inhibitors, primary screen, biochemical, fluorescence polarization, HTS; Q92743; recombinant HTRA1, FP-rhodamine activity-based probe; inhibition, % at 5.96 µM; 0.5% of 340,000 active; AID 504803, 2011; in the data active = inhibition above about 36%;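 also: 0% = enzyme with DMSO and 100% = wells lacking enzyme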
MBD2 DNA inh – inhibitors of MBD2 binding to methylated DNA, primary screen, biochemical, TR-FRET, DNA-binding domain, human | 0.31% of 370,000 active | MBD2 binding to methylated oligonucleotide | inhibition, % at 4.4 µM; in the data active = inhibition above about 13%
rCAG binder – binders of r(CAG) RNA repeats, primary screen, biochemical, fluorescence. r(CAG) RNA repeat, TO-PRO-1 dye displacement fluorescence. inhibition, % at 3 µM. 1.3% of 370,000 active. AID 651821, 2012;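 active = inhibition above the plate cutoff, the mean of all test compounds on that plate plus 3 SD, cut at about 35% in these data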;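 also: 0% = DMSO alone and 100% = 100 µM mitoxantrone as full dye displacement; higher means more dye released from RNA so lower well fluorescence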
SIAE primary – human SIAE inhibitors, primary screen, biochemical, fluorescence polarization, FP-Rh probe, 1536-well HTS. Sialate O-acetylesterase (Homo sapiens), Q9HAT2. SIAE FP-Rh probe binding. inhibition, % at 9.66 µM. 0.69% of 370,000 active. AID 1053197, 2014;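 active = inhibition above a cutoff: mean of compounds within the control limits plus 3 SD of those, cut at about 17% in these data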;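 also: 0% = plate median of compound wells and 100% = probe without SIAE protein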
PRMT1 inh – PRMT1 methyltransferase inhibitors, primary screen, biochemical, fluorescence polarization. Protein arginine N-methyltransferase 1 (Homo sapiens), Q99873. recombinant PRMT1, activity-based probe fluorescence polarization. inhibition, % at 2.79 µM. 1.3% of 370,000 active. AID 652257, 2013;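 active = inhibition above about 21% made by adding two undisclosed values, limit read from the data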
Target sequence (Q99873 whole entry, looked up): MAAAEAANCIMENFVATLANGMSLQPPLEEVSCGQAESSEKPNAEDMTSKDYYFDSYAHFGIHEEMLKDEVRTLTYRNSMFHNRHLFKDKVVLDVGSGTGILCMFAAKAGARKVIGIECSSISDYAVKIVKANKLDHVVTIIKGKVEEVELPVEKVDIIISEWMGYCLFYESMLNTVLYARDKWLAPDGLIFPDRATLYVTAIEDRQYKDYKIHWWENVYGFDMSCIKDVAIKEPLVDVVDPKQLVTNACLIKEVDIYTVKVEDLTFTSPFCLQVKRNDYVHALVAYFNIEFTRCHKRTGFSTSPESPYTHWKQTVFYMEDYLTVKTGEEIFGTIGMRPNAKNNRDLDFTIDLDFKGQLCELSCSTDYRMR
NPR2 activator – human GC-B receptor activators, primary screen, HEK293 GC-B cells, cGMP TR-FRET, EC30 CNP; Atrial natriuretic peptide receptor 2 (Homo sapiens), P20594; 0% at EC30 CNP, 100% saturating CNP; activation, % at 10 µM; 0.11% of 370,000 active; AID 1920062, 2024;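 active = activation at 10 µM reaching about 35% in either raw or pattern-adjusted values, limit read from the data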
LEDGF integ inh – blockers of LEDGF/p75-dependent integrase strand transfer – biochemical, TR-FRET, high throughput, primary screen; TR-FRET IN-LEDGF/p75 DNA integration, Eu/Cy5; inhibition, % at 3.7 µM; 0.64% of 370,000 active;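 active = inhibition above the screen-wide mean plus 3 SD, cut at about 13% in these data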;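 also: signal is the Cy5 over europium emission ratio at 671 and 618 nm; 0% = plate median of compound wells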
ABHD4 inh – ABHD4 inhibitors, primary screen, biochemical, fluorescence polarization, mouse; purified mABHD4, FP-Rh probe fluorescence polarization; AID 720543, 2013; 0.54% of 370,000 active; inhibition, % at 8.92 µM;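 active = inhibition exceeding the mean over every tested compound plus 3 SD, cut at about 30% in these data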;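 also: 0% = plate median of compound wells and 100% = S159A mutant with DMSO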
Target sequence (Q8VD66 whole entry, looked up): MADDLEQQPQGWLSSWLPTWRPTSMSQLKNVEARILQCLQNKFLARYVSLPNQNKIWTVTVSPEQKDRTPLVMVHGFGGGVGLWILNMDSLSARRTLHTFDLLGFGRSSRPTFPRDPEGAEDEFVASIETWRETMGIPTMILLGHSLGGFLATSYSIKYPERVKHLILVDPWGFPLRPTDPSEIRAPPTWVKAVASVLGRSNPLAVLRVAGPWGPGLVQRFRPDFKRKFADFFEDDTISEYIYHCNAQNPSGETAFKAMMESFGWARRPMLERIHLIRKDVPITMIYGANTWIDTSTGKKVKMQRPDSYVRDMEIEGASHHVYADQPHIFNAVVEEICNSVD
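Doses – 8.92 µM, single dose · Material – wild-type mouse ABHD4 protein · Replication – single well per compound (singlicate) · Measure – percent inhibition of probe binding, normalized to plate controls · Schedule – 45 min compound pre-incubation plus 60 min probe step, 25 °C · Detection – fluorescence polarization with parallel and perpendicular emission, 525/598 nm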
TDP2 inh – human TDP2 enzyme inhibitors, primary screen, biochemical, epi absorbance, recombinant enzyme. T5PNP hydrolysis, p-nitrophenol absorbance 415 nm. inhibition, % at 12.8 µM. Tyrosyl-DNA phosphodiesterase 2 (Homo sapiens), O95551. 0.34% of 370,000 active;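 active = inhibition above the mean of all tested compounds plus 3 SD, set per campaign, cut at about 25% in these data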;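 also: 0% = DMSO with enzyme and 100% = buffer with substrate but no TDP2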
Target sequence (O95551 whole entry, looked up): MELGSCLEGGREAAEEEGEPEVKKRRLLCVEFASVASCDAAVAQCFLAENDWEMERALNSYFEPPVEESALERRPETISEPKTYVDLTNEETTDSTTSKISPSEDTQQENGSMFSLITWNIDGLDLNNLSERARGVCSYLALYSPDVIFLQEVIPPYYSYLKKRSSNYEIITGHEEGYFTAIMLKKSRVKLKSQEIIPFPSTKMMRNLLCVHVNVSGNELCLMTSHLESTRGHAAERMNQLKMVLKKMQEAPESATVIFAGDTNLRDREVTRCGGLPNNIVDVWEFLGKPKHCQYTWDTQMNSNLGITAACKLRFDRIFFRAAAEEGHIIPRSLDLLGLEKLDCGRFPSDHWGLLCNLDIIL
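Incubation: 2 h at 37 °C; Test system: recombinant human TDP2; Quantity: enzyme 120 nM; Read-out basis: percent inhibition; Medium: 50 mM Tris-HCl pH 7.5 with Mg2+, KCl, DTT, BSA; Repeats: single replicate; Compound: 12.8 µM single point, 1% DMSO; Signal: epi absorbance; Reagent: 5 mM T5PNP chromogenic substrate; Benchmarks: no-enzyme high, DMSO-plus-enzyme low.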
Active calls of the source: *. An excerpt, so the mix of outcomes need not match the whole.

Cc1ccc(N(CC2CO2)S(=O)(=O)c2ccc([N+](=O)[O-])cc2)cc1 (stereo unspecified) was read as TCR CD3 inh -1, HTRA1 inh -2, MBD2 DNA inh -3, rCAG binder 0, SIAE primary 1, PRMT1 inh -4, NPR2 activator 3, LEDGF integ inh 2, ABHD4 inh -2 and TDP2 inh 2.
Screening COC(CNC(=O)c1ccc2nc(-c3ccccc3)c(-c3ccccc3)nc2c1)OC returned TCR CD3 inh -2, HTRA1 inh 0, MBD2 DNA inh 4, rCAG binder -1, SIAE primary -1, PRMT1 inh 5, NPR2 activator -10, LEDGF integ inh -1, ABHD4 inh -6 and TDP2 inh -5.
Screening CCOc1ccccc1COC(=O)c1cccc(-n2cnnn2)c1 returned TCR CD3 inh 0, HTRA1 inh -24, MBD2 DNA inh 1, rCAG binder -1, SIAE primary 4, PRMT1 inh -2, NPR2 activator -2, LEDGF integ inh 2, ABHD4 inh -8 and TDP2 inh -2.
`C=CCn1c(Sc2nncn2C)nc2c1c(=O)[nH]c(=O)n2C` gave TCR CD3 inh 0, HTRA1 inh 5, MBD2 DNA inh 2, rCAG binder -3, SIAE primary 1, PRMT1 inh -1, NPR2 activator 3, LEDGF integ inh -1, ABHD4 inh 7 and TDP2 inh 8.
Screening CC(C)C(=O)N[C@@H]1c2ccccc2CC[C@H]1OCc1ccccc1 returned TCR CD3 inh -4, HTRA1 inh 1, MBD2 DNA inh 0, rCAG binder 1, SIAE primary -1, PRMT1 inh -2, NPR2 activator 1, LEDGF integ inh 5, ABHD4 inh -7 and TDP2 inh -6.
Screening C=CCOCCN(CC)CC returned TCR CD3 inh 0, HTRA1 inh 3, MBD2 DNA inh -1, rCAG binder -1, SIAE primary 14, PRMT1 inh 1, NPR2 activator -1, LEDGF integ inh 1, ABHD4 inh 3 and TDP2 inh 18.
`CCN1CCN(c2nc(-c3ccccn3)nc3ccccc23)CC1` gave TCR CD3 inh -2, HTRA1 inh 25, MBD2 DNA inh 4, rCAG binder -6, SIAE primary -6, PRMT1 inh 1, NPR2 activator 2, LEDGF integ inh -11, ABHD4 inh 7 and TDP2 inh 4.
For COc1ccccc1CN(C)C(=O)C(NC(=O)Cc1cccc2ccccc12)C(C)C (stereo unspecified) the results were TCR CD3 inh -11, HTRA1 inh -4, MBD2 DNA inh 1, rCAG binder -4, SIAE primary 3, PRMT1 inh -3, NPR2 activator -9, LEDGF integ inh -4, ABHD4 inh 7 and TDP2 inh 4.
Screening Cc1cc(C)c(NC(=O)COC(=O)C23CC4CC(CC(O)(C4)C2)C3)c(Cl)c1 returned TCR CD3 inh -4, HTRA1 inh -4, MBD2 DNA inh 8, rCAG binder 2, SIAE primary -5, PRMT1 inh 7, NPR2 activator 2, LEDGF integ inh 3, ABHD4 inh -14 and TDP2 inh -5.
For Cc1nn(-c2ccccc2)c(Cl)c1/C=N/NC(=O)c1ccccc1F the results were TCR CD3 inh -3, HTRA1 inh -4, MBD2 DNA inh 1, rCAG binder -5, SIAE primary -8, PRMT1 inh 2, NPR2 activator 4, LEDGF integ inh -4, ABHD4 inh -13 and TDP2 inh -1.

Two entries picked at random from those above, as already listed:
Screening Cc1cc(C)c(NC(=O)COC(=O)C23CC4CC(CC(O)(C4)C2)C3)c(Cl)c1 returned TCR CD3 inh -4, HTRA1 inh -4, MBD2 DNA inh 8, rCAG binder 2, SIAE primary -5, PRMT1 inh 7, NPR2 activator 2, LEDGF integ inh 3, ABHD4 inh -14 and TDP2 inh -5.
Screening CCOc1ccccc1COC(=O)c1cccc(-n2cnnn2)c1 returned TCR CD3 inh 0, HTRA1 inh -24, MBD2 DNA inh 1, rCAG binder -1, SIAE primary 4, PRMT1 inh -2, NPR2 activator -2, LEDGF integ inh 2, ABHD4 inh -8 and TDP2 inh -2.

(cont.)
For Clc1ccccc1-c1ccc(CN2CCN(c3ccccc3)CC2)o1 the results were TCR CD3 inh -5, HTRA1 inh -5, MBD2 DNA inh 1, rCAG binder 3, SIAE primary -2, PRMT1 inh 2, NPR2 activator 2, LEDGF integ inh 31*, ABHD4 inh 4 and TDP2 inh -1.
Screening CCCCC1CCCC12NC(=O)NC2=O (stereo unspecified) returned TCR CD3 inh 2, HTRA1 inh 3, MBD2 DNA inh -2, rCAG binder -1, SIAE primary 0, PRMT1 inh 2, NPR2 activator 4, LEDGF integ inh -8, ABHD4 inh 1 and TDP2 inh -4.
Screening COC(=O)CNC(=O)C1Nc2ccccc2C2C=CCC12 (stereo unspecified) returned TCR CD3 inh -7, HTRA1 inh 11, MBD2 DNA inh 2, rCAG binder 24, SIAE primary 5, PRMT1 inh 37*, NPR2 activator 5, LEDGF integ inh 3, ABHD4 inh 20 and TDP2 inh 6.
CCOC(=O)c1cccc(NC(=O)C2CCCN(S(=O)(=O)c3cnc[nH]3)C2)c1 (stereo unspecified) was read as TCR CD3 inh -2, HTRA1 inh 3, MBD2 DNA inh 1, rCAG binder 1, SIAE primary 0, PRMT1 inh -1, NPR2 activator -2, LEDGF integ inh 3, ABHD4 inh 4 and TDP2 inh 3.
For CCOC(=O)c1cn(CC(=O)Nc2ccc(OC)cc2OC)nn1 the results were TCR CD3 inh 7, HTRA1 inh -6, MBD2 DNA inh 6, rCAG binder 1, SIAE primary 1, PRMT1 inh -5, NPR2 activator 0, LEDGF integ inh -3, ABHD4 inh 4 and TDP2 inh 3.
For O=C(C1c2ccccc2Oc2ccccc21)N1CCN(c2ccc(Cl)cc2)CC1 the results were TCR CD3 inh 4, HTRA1 inh -10, MBD2 DNA inh 5, rCAG binder -1, SIAE primary -8, PRMT1 inh -1, NPR2 activator -1, LEDGF integ inh 1, ABHD4 inh -9 and TDP2 inh 7.
COC(=O)C[C@H]1CC[C@@H](NC(=O)Nc2c(C)noc2C)[C@@H](CO)O1 was read as TCR CD3 inh 1, MBD2 DNA inh 3, rCAG binder 2, SIAE primary 4, PRMT1 inh -1, NPR2 activator 1, LEDGF integ inh 7, ABHD4 inh -2 and TDP2 inh 4.
CCOc1ccc(N(CC(=O)N2CCCCCC2)S(=O)(=O)c2ccc(C)cc2)cc1 was read as TCR CD3 inh 4, HTRA1 inh -11, MBD2 DNA inh -6, rCAG binder -9, SIAE primary 3, PRMT1 inh -1, NPR2 activator 2, LEDGF integ inh 1, ABHD4 inh -4 and TDP2 inh -4.
`CCOC(=O)C1=NOC(C(C)=O)(C(=O)N2CCOCC2)C1` (stereo unspecified) gave MBD2 DNA inh 1, rCAG binder 2, SIAE primary -3, PRMT1 inh -1, NPR2 activator -1, LEDGF integ inh -2, ABHD4 inh -1 and TDP2 inh -1.
`COC1CC(N)C2OC(c3ccccc3)OCC2O1` (stereo unspecified) gave TCR CD3 inh -9, HTRA1 inh 2, MBD2 DNA inh 2, rCAG binder 2, SIAE primary 2, PRMT1 inh 8, NPR2 activator 4, LEDGF integ inh -4, ABHD4 inh 3 and TDP2 inh 2.
CCC(=O)c1ccc(OCC(O)CN2CC(C)OC(C)C2)cc1 (stereo unspecified) was read as TCR CD3 inh 10, HTRA1 inh -1, MBD2 DNA inh -3, rCAG binder -3, SIAE primary 0, PRMT1 inh 1, NPR2 activator 4, LEDGF integ inh -3, ABHD4 inh 7 and TDP2 inh -7.
CC(C)Cn1c(=O)c2ccccc2n2c(SCC(=O)N3c4ccccc4CC3C)nnc12 (stereo unspecified) was read as TCR CD3 inh 7, HTRA1 inh 3, MBD2 DNA inh 6, rCAG binder 0, SIAE primary -7, PRMT1 inh 1, NPR2 activator -4, LEDGF integ inh -4, ABHD4 inh 13 and TDP2 inh 2.
For Cc1cccc(N2CCN(C(=O)COc3cc4oc(=O)cc(C)c4cc3Cl)CC2)c1C the results were TCR CD3 inh 5, HTRA1 inh 7, MBD2 DNA inh 0, rCAG binder 2, SIAE primary 0, PRMT1 inh 1, NPR2 activator -1, LEDGF integ inh -4, ABHD4 inh 4 and TDP2 inh 1.
Screening Cc1ccc(-c2nn3c(C)nnc3c3ccccc23)cc1S(=O)(=O)NC(C)(C)CO returned TCR CD3 inh 5, HTRA1 inh -5, MBD2 DNA inh 2, rCAG binder -6, SIAE primary 16, PRMT1 inh 0, NPR2 activator 6, LEDGF integ inh -2, ABHD4 inh 2 and TDP2 inh 8.
For Cc1nn(C)c(C)c1C(C)NC(=O)c1cc(COc2ccc(F)c(F)c2)on1 (stereo unspecified) the results were TCR CD3 inh 4, HTRA1 inh -2, MBD2 DNA inh -5, rCAG binder -7, SIAE primary 0, PRMT1 inh 1, NPR2 activator 2, LEDGF integ inh 0, ABHD4 inh -3 and TDP2 inh -16.
For Cc1cc(S(=O)(=O)N2c3ccc(F)cc3CCC2C)ccc1-n1cnnn1 (stereo unspecified) the results were TCR CD3 inh 4, HTRA1 inh -9, MBD2 DNA inh 5, rCAG binder 2, SIAE primary 1, PRMT1 inh -3, NPR2 activator -8, LEDGF integ inh 1, ABHD4 inh -2 and TDP2 inh -11.
`COc1ccc(/C=C2\Oc3ccccc3C2=O)cc1` gave TCR CD3 inh 1, HTRA1 inh -10, MBD2 DNA inh 1, rCAG binder 2, SIAE primary -5, PRMT1 inh 0, NPR2 activator -4, LEDGF integ inh 3, ABHD4 inh 0 and TDP2 inh 5.
CCOC(=O)N1CCN(C(=O)c2cccc(S(=O)(=O)Nc3ccc(F)cc3)c2)CC1 was read as TCR CD3 inh -11, HTRA1 inh -4, MBD2 DNA inh 6, rCAG binder -4, SIAE primary 3, PRMT1 inh 6, NPR2 activator 0, LEDGF integ inh -8, ABHD4 inh -18 and TDP2 inh -4.
For N#CCSc1nc2ccccc2c(=O)n1-c1ccccc1 the results were TCR CD3 inh 4, HTRA1 inh 4, MBD2 DNA inh 1, rCAG binder 3, SIAE primary 0, PRMT1 inh 3, NPR2 activator 1, LEDGF integ inh 2, ABHD4 inh -6 and TDP2 inh 3.
For Cc1nc(C)c(-c2csc(Nc3cccnc3)n2)s1 the results were TCR CD3 inh -8, HTRA1 inh 1, MBD2 DNA inh 3, rCAG binder 0, SIAE primary 2, PRMT1 inh 0, NPR2 activator -3, LEDGF integ inh 2, ABHD4 inh 10 and TDP2 inh -3.
Screening Cc1ccc(S(=O)(=O)n2cc(C=O)c3ccccc32)cc1 returned TCR CD3 inh -2, HTRA1 inh -42, MBD2 DNA inh -6, rCAG binder 5, SIAE primary -5, PRMT1 inh -7, NPR2 activator -1, LEDGF integ inh 2, ABHD4 inh -9 and TDP2 inh -6.
Cc1ccc(NC(=O)Nc2ccc3c(c2)OCO3)c(Br)c1 was read as TCR CD3 inh 6, HTRA1 inh -1, MBD2 DNA inh -3, rCAG binder -1, SIAE primary 8, PRMT1 inh 0, NPR2 activator -5, LEDGF integ inh 0, ABHD4 inh 1 and TDP2 inh -2.
